Screening data as filed in PubChem.
TDP2 absorb: human TDP2 enzyme inhibitors, primary screen, biochemical, epi absorbance, recombinant enzyme | Tyrosyl-DNA phosphodiesterase 2 (Homo sapiens), O95551 | T5PNP hydrolysis, p-nitrophenol absorbance 415 nm | inhibition, % at 12.8 µM | actives 0.34% (n = 370,000) | AID 720702, 2013;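 active = inhibition above the mean of all tested compounds plus 3 SD, set per campaign, cut at about 25% in these data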;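 also: 0% = DMSO with enzyme and 100% = buffer with substrate but no TDP2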
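System: recombinant human TDP2 / Amount: 120 nM TDP2 per well / Also added: 5 mM T5PNP chromogenic substrate / Doses: 12.8 µM single point, 1% DMSO / Incubation: 2 h at 37 °C / Detection: p-Nitrophenol epi absorbance / Evaluation: % inhibition relative to enzyme-containing and enzyme-free wells / Repeats: singlicate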
ABHD4 inh: ABHD4 inhibitors, primary screen, biochemical, fluorescence polarization, mouse; inhibition, % at 8.92 µM; (Lyso)-N-acylphosphatidylethanolamine lipase (Mus musculus), Q8VD66; AID 720543, 2013; purified mABHD4, FP-Rh probe fluorescence polarization; actives 0.54% (n = 370,000);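 active = inhibition exceeding the mean over every tested compound plus 3 SD, cut at about 30% in these data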;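 also: 0% = plate median of compound wells and 100% = S159A mutant with DMSO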
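Test system: mouse ABHD4 enzyme, wild type. Reagent: FP-Rh fluorescent activity-based probe, added after compound pre-incubation. Timing: pre-incubation 45 min, probe exposure 60 min, at 25 °C. Technique: FP readout, ex 525 nm / em 598 nm. Benchmarks: high control S159A mutant with DMSO, low control median of compound wells.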
NPR2 activator: human GC-B receptor activators, primary screen, HEK293 GC-B cells, cGMP TR-FRET, EC30 CNP. 0% at EC30 CNP, 100% saturating CNP. activation, % at 10 µM. actives 0.11% (n = 370,000);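 active = activation at 10 µM reaching about 35% in either raw or pattern-adjusted values, limit read from the data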
Target sequence (P20594 whole entry, looked up): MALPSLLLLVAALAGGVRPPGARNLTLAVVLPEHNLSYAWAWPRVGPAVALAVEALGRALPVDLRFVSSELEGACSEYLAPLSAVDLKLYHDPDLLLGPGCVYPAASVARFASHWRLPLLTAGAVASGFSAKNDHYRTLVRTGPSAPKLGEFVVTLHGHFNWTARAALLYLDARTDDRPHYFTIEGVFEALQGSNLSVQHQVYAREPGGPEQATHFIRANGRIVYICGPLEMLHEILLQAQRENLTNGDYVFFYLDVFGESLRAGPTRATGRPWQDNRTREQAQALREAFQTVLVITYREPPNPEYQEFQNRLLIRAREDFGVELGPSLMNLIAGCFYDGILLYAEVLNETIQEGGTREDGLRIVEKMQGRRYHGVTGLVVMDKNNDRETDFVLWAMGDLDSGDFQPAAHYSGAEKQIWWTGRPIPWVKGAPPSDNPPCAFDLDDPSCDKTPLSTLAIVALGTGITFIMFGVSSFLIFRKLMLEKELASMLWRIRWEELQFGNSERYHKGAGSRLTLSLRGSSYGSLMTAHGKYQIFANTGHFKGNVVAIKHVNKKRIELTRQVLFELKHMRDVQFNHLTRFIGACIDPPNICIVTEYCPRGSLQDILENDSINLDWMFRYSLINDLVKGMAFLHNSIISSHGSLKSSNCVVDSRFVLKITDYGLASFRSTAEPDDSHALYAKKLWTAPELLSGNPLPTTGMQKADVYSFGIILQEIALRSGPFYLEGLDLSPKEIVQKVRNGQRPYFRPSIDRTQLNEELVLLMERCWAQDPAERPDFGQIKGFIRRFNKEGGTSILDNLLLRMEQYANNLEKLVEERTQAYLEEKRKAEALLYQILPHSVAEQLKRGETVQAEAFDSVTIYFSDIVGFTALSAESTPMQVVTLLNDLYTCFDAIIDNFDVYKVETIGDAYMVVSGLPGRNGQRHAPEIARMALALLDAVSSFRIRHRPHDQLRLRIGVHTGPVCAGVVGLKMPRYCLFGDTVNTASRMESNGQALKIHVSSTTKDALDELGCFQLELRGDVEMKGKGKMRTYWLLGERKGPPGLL
SIAE inh: human SIAE inhibitors, primary screen, biochemical, fluorescence polarization, FP-Rh probe, 1536-well HTS. Sialate O-acetylesterase (Homo sapiens), Q9HAT2. SIAE FP-Rh probe binding. inhibition, % at 9.66 µM. actives 0.69% (n = 370,000). AID 1053197, 2014;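 active = inhibition above a cutoff: mean of compounds within the control limits plus 3 SD of those, cut at about 17% in these data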;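 also: 0% = plate median of compound wells and 100% = probe without SIAE protein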
rCAG RNA binder: binders of r(CAG) RNA repeats, primary screen, biochemical, fluorescence; inhibition, % at 3 µM; actives 1.3% (n = 370,000); r(CAG) RNA repeat, TO-PRO-1 dye displacement fluorescence;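 active = inhibition above the plate cutoff, the mean of all test compounds on that plate plus 3 SD, cut at about 35% in these data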;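 also: 0% = DMSO alone and 100% = 100 µM mitoxantrone as full dye displacement; higher means more dye released from RNA so lower well fluorescence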
MBD2 DNA inh: inhibitors of MBD2 binding to methylated DNA, primary screen, biochemical, TR-FRET, DNA-binding domain, human; inhibition, % at 4.4 µM; Methyl-CpG-binding domain protein 2 (Homo sapiens), Q9UBB5; MBD2 binding to methylated oligonucleotide; actives 0.31% (n = 370,000); in the data active = inhibition above about 13%
HTRA1 inh: HTRA1 serine protease inhibitors, primary screen, biochemical, fluorescence polarization, HTS; inhibition, % at 5.96 µM; actives 0.5% (n = 340,000); AID 504803, 2011; recombinant HTRA1, FP-rhodamine activity-based probe; in the data active = inhibition above about 36%;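 also: 0% = enzyme with DMSO and 100% = wells lacking enzyme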
TCR-CD3 inh: inhibitors of human TCR-CD3 interaction, primary screen, biochemical, fluorescence, TAMRA-labeled TCR probe; T-cell receptor (TCR); actives 0.37% (n = 360,000); inhibition, % at 9.4 µM; in the data active = inhibition above about 19%;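 also: recombinant mutant TCR 2C K166C tagged with TAMRA read by polarization; 0% = receptor in buffer alone and 100% = receptor with positive control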
PRMT1 inh: PRMT1 methyltransferase inhibitors, primary screen, biochemical, fluorescence polarization | recombinant PRMT1, activity-based probe fluorescence polarization | actives 1.3% (n = 370,000) | inhibition, % at 2.79 µM;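 active = inhibition above about 21% made by adding two undisclosed values, limit read from the data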
LEDGF integ inh: blockers of LEDGF/p75-dependent integrase strand transfer – biochemical, TR-FRET, high throughput, primary screen. TR-FRET IN-LEDGF/p75 DNA integration, Eu/Cy5. inhibition, % at 3.7 µM. actives 0.64% (n = 370,000). AID 743269, 2014;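 active = inhibition above the screen-wide mean plus 3 SD, cut at about 13% in these data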;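 also: signal is the Cy5 over europium emission ratio at 671 and 618 nm; 0% = plate median of compound wells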
* = called active by the depositor; · = no result given.

SMILES | TDP2 absorb | ABHD4 inh | NPR2 activator | SIAE inh | rCAG RNA binder | MBD2 DNA inh | HTRA1 inh | TCR-CD3 inh | PRMT1 inh | LEDGF integ inh
CCOC(=O)/C(C#N)=C1/C(=O)N(Cc2ccccc2)c2ccccc21 | 7 | 2 | 1 | 9 | -1 | -3 | -2 | 3 | 4 | -2
CCCCCCNC(=O)CSc1nccn1Cc1ccccc1 | -10 | 3 | -3 | -2 | -5 | -2 | -5 | -3 | 4 | -5
N#Cc1c(SCC(=O)O)nc(-c2ccccc2)c2c1CCCC2 | 10 | 0 | 0 | 3 | 28 | -2 | -6 | 6 | -1 | 6
O=[N+]([O-])c1cccc(COc2ncnc3cc([N+](=O)[O-])ccc23)c1 | -3 | 13 | -3 | 0 | 5 | 1 | -2 | -3 | 4 | 0
CC1(C)CN(c2ccc(CC#N)cc2)C1=O | -2 | -7 | 4 | -6 | 0 | 0 | 3 | 6 | -2 | -1
COc1ccc(OC(=O)C(C)N2C(=O)c3ccccc3C2=O)cc1 (stereo unspecified) | -3 | -3 | 0 | 10 | -4 | 5 | 5 | 0 | 1 | 3
Cc1[nH]c(=O)[nH]c(=O)c1S(=O)(=O)N1CCOCC1 | -7 | -2 | 6 | -3 | 3 | 2 | 4 | -5 | -1 | 0
CCN1CCCC1CNc1ncnc2c1[nH]c1ccc(F)cc12 (stereo unspecified) | -1 | 5 | 1 | 0 | 6 | 1 | 5 | -3 | -2 | 2
Cc1cc(Oc2ccccc2)nc(N)n1 | -10 | 0 | 3 | 6 | 0 | -3 | 1 | 9 | 2 | 3
COCc1cc(=O)n2[nH]cc(-c3ccccc3)c2n1 | 7 | 9 | 0 | 4 | 8 | -1 | 3 | 5 | -1 | -6
CC1CCCCN1S(=O)(=O)c1ccc(NC(=O)c2cccc(-n3cnnn3)c2)cc1 (stereo unspecified) | 6 | -13 | 17 | -35 | 9 | -1 | -46 | -5 | 2 | 1
O=C(NNC(=O)c1ccc(S(=O)(=O)N2CCCCC2)cc1)c1ccc(F)cc1 | 3 | 0 | 6 | -3 | 0 | 1 | -1 | 1 | -1 | 2
Cc1cccc(C(=O)N/C(=C/c2ccco2)C(=O)N2CCCCCC2)c1 | 13 | 11 | -1 | 1 | 2 | -6 | 0 | 3 | 6 | 1
COc1cc(C(=O)OCC(=O)Nc2cc(C)on2)c([N+](=O)[O-])cc1OC | 3 | 4 | -3 | -2 | -2 | -1 | 6 | -2 | 1 | -2
CCCNC(=O)C1(C)CCCN(C(=O)CN2C(=O)c3ccccc3C2=O)C1 (stereo unspecified) | -1 | -8 | 1 | -4 | 1 | 7 | · | -9 | 2 | 1
Cc1ccc(C(=O)N/C(=C/c2ccco2)C(=O)NCCc2c[nH]c3ccccc23)cc1C | -4 | 0 | -10 | -2 | 10 | 2 | -6 | 6 | 2 | -1
CCn1c(SCC(=O)N/N=C/c2ccncc2)nc2ccccc21 | 13 | 4 | -6 | -6 | -1 | -4 | 5 | 0 | 1 | 1
COc1ccc(N2CCN(C(=O)CSc3nnc4c(C)cc5ccccc5n34)CC2)cc1 | 1 | -6 | -20 | 11 | 4 | 1 | 4 | 2 | 3 | 7
C=CCNC(=O)C1CCCN(S(=O)(=O)c2ccc(-n3cnnn3)cc2)C1 (stereo unspecified) | -15 | 1 | 3 | -2 | 0 | -4 | 4 | 4 | 0 | -3
COC(=O)C1CCN(C(=O)COc2cc3sc(C)nc3c3sccc23)CC1 | -16 | -12 | -1 | -11 | 6 | 4 | -3 | 7 | -1 | 1
CC1(C)Cc2ccccc2C(NNC(=O)c2ccccc2)=N1 | -4 | -2 | 0 | 5 | -1 | 0 | 1 | 3 | 4 | 4
O=C(NCC(=O)N1CCN(C(=O)c2ccco2)CC1)c1cccc(Cl)c1 | 9 | 5 | -4 | 3 | 1 | 2 | 0 | -5 | 0 | -1
COc1ccc(N=C2SC(CC(=O)Nc3ccccc3)C(=O)N2Cc2ccco2)cc1 (stereo unspecified) | -10 | -33 | -5 | 2 | 7 | 1 | -18 | -3 | 7 | 1
CCCCn1c(N)c(N(CCOC)C(=O)CCS(=O)(=O)c2ccc(C)cc2)c(=O)[nH]c1=O | 5 | 0 | 1 | -4 | 0 | 2 | 5 | 0 | 2 | 0
CC1(C)Cc2cccc(OCC(=O)N3CCN(S(=O)(=O)c4ccc(F)cc4)CC3)c2O1 | 11 | -3 | -13 | -3 | -4 | 1 | -3 | -2 | 1 | -1
Fc1ccc(/C=C2\CCCC3=C2Nc2ncnn2C3c2ccc(F)cc2)cc1 (stereo unspecified) | -3 | -2 | -13 | 2 | 2 | 4 | -10 | -7 | 2 | -4
CCN(C(=S)Nc1cc(S(=O)(=O)N2CCOCC2)ccc1Cl)c1cccc2ccccc12 | 24 | 17 | 0 | 0 | 7 | -6 | 3 | 1 | 1 | 2
CCC(=O)NCc1c(C)c(C)n(Cc2ccccc2)c1-n1cccc1 | 4 | 7 | 2 | 3 | -7 | -3 | 0 | -3 | 5 | -6
CCOc1ccc(N2CC(C(=O)NCCN3C(=O)S/C(=C\c4ccc(OC)cc4)C3=O)CC2=O)cc1 (stereo unspecified) | -12 | -2 | 0 | 2 | 5 | -7 | 2 | -6 | 1 | 6
CCOc1ccc(CNC(=O)C2CCN(c3nnc(C)c4c(C)n(-c5ccc(C)cc5)nc34)CC2)cc1 | 15 | -7 | -5 | -14 | -1 | 2 | -12 | 5 | 0 | -4

Pulled by structure from above (2):
SMILES | TDP2 absorb | ABHD4 inh | NPR2 activator | SIAE inh | rCAG RNA binder | MBD2 DNA inh | HTRA1 inh | TCR-CD3 inh | PRMT1 inh | LEDGF integ inh
Cc1[nH]c(=O)[nH]c(=O)c1S(=O)(=O)N1CCOCC1 | -7 | -2 | 6 | -3 | 3 | 2 | 4 | -5 | -1 | 0
CCOc1ccc(CNC(=O)C2CCN(c3nnc(C)c4c(C)n(-c5ccc(C)cc5)nc34)CC2)cc1 | 15 | -7 | -5 | -14 | -1 | 2 | -12 | 5 | 0 | -4

The listing continues:
SMILES | TDP2 absorb | ABHD4 inh | NPR2 activator | SIAE inh | rCAG RNA binder | MBD2 DNA inh | HTRA1 inh | TCR-CD3 inh | PRMT1 inh | LEDGF integ inh
Cc1cc(C)c2c(c1)cc(C)c1nnc(SCC(=O)N3CCCc4ccccc43)n12 | 3 | 7 | -4 | -2 | 0 | -5 | -1 | 1 | 3 | 2
CN(C)S(=O)(=O)N1CCC(C(=O)O)(c2ccccc2)CC1 | 9 | 4 | 4 | -2 | 0 | 3 | -9 | 3 | 1 | 0
COCCN1C(=O)c2ccccc2C1c1nnnn1Cc1ccccc1 (stereo unspecified) | -2 | -3 | 6 | -3 | 1 | 0 | · | -2 | 0 | -1
Cc1ccccc1-c1cnc(C(O)c2ccc(-c3ccccc3)cc2)[nH]1 (stereo unspecified) | 9 | -1 | -1 | -8 | 3 | -5 | · | 6 | -4 | 4
O=C(COC(=O)Cc1n[nH]c(=O)c2ccccc12)NNC(=O)c1ccccc1 | -6 | -2 | -3 | 5 | -1 | 6 | 2 | -12 | -1 | -1
O=C(CCc1ccccc1)NNC(=O)c1ccco1 | -5 | 0 | 1 | -1 | 0 | -2 | -3 | 4 | -1 | 0
COc1ccc(C2C=C(c3ccc(C)cc3)Nc3ncnn32)cc1 (stereo unspecified) | 0 | -1 | -8 | 0 | 0 | 6 | -17 | -2 | 4 | 4
COC(=O)C1C(=O)c2c([nH]c(C(=O)OC3CCCC3C)c2C)CC1C (stereo unspecified) | 1 | 27 | -6 | 4 | -3 | 1 | -29 | 4 | -3 | -1
Nc1nnc(Cc2ccccc2)s1 | -9 | -8 | 5 | 6 | 5 | -7 | -3 | -4 | 3 | 2
CCOC(=O)[C@H]1[C@H]2COc3ccc(OC)cc3[C@@H]2N2C(=O)CN(Cc3ccc(OC)cc3)C(=O)[C@@]12C | -1 | 0 | -5 | 0 | -7 | 4 | -1 | 3 | -3 | 2
COc1cc(NC(=O)c2ccc(Cl)cc2)c(OC)cc1NC(=O)CN1CCCCC1 | -3 | 10 | 8 | 5 | -2 | -2 | · | 11 | -1 | -2
CCCCc1nc(SCCOC)c2c(=O)n(C)c(=O)n(C)c2n1 | -4 | -1 | -9 | 5 | -7 | 5 | 3 | 2 | 0 | 3
Cc1nc(CSc2nsc(C)c2C#N)cs1 | 8 | -7 | -1 | 7 | -3 | 2 | 5 | -2 | 0 | 2
COc1cccc(C2CC(c3ccc(NS(C)(=O)=O)cc3)=NN2C(=O)c2ccccc2)c1OC (stereo unspecified) | -10 | 44* | -7 | 6 | 8 | -3 | -10 | 1 | -1 | -5
O=C(CNC(=O)Cn1ccc2ccccc2c1=O)NCCCN1CCN(c2cccc(Cl)c2)CC1 | 9 | 3 | -1 | 2 | -6 | 0 | -3 | -3 | 0 | -2
Cc1ccc(C)c(NS(=O)(=O)c2cc(C(=O)NCc3ccco3)ccc2C)c1 | 1 | -2 | 10 | -3 | 1 | -1 | -10 | 3 | 1 | 1
O=C(c1ccc(N2CCN(C(=O)c3ccc(F)cc3F)CC2)cc1)c1cccc(F)c1 | 2 | -2 | 2 | 0 | -6 | -6 | -12 | 12 | -5 | 2
CN(C(=O)CSc1nc(N)cc(N)n1)C1CCS(=O)(=O)C1 (stereo unspecified) | -10 | -4 | 0 | 3 | 0 | 0 | 4 | 0 | 6 | -7
CC(C)(C)NC(=O)CCC1COc2ccccc2O1 (stereo unspecified) | -2 | 4 | 0 | 1 | -1 | 0 | 4 | -2 | -1 | -1
CCOc1ccc(CCNC(=O)Cn2ccc3cc(S(=O)(=O)N4CCCC4)ccc32)cc1 | -2 | 2 | -6 | -3 | 2 | 3 | -10 | 9 | -3 | -1
Cc1ccc(S(=O)(=O)N2CCCCC2)cc1NC(=O)COc1ccccc1F | -4 | -1 | 4 | 0 | -5 | -1 | -11 | 1 | -3 | -2
c1ccc(-c2ccccc2OCCN2CCCCC2)cc1 | 11 | 11 | -4 | -2 | 0 | -3 | 2 | 4 | -2 | 1
Cn1cc(S(=O)(=O)CC(=O)Nc2ccc3c(c2)OCCO3)c2ccccc21 | -13 | 1 | 2 | 5 | 4 | 1 | -2 | 1 | 2 | 3
CCOC(=O)c1cnn(-c2ccccc2)c1NC(=O)CCl | 3 | 0 | 2 | 3 | 4 | -3 | 3 | -6 | -1 | 2

Only part of the results is shown. The share of hits here may be higher or lower than overall.
